Screening results as filed in PubChem BioAssay.
All columns: NCI-60 one-dose screen, growth in % after 48 h at 10 µM unless noted; 100 = growth as untreated, 0 = no growth, -100 = all killed.
UO-31 = UO-31 renal cancer | 81,000 tested, 5.2% active | AID 1794768
SN12C = SN12C renal cancer cells; 81,000 tested, 3.8% active; AID 1794767
786-0 = 786-0 renal cancer cells | 81,000 tested, 5.1% active
TK-10 = TK-10 renal cancer cells; 81,000 tested, 3.9% active
SF-268 = SF-268 CNS cancer cells. 82,000 tested, 3.1% active
U251 = U251 CNS tumor cells. 80,000 tested, 5.4% active
CAKI-1 = CAKI-1 renal cancer; 75,000 tested, 4.7% active; AID 1794772
SF-295 = SF-295 CNS cancer cells; 79,000 tested, 5.6% active; AID 1794758
* marks the source's active call; other numbers are inactive results; · = not tested or not shown; & = joins results of further samples; [ ] = dose if it differs, or a comment. The calls were made as follows: active = growth percent below 10; inactive = the rest.

Start of the data: the first three compounds, to show the layout:
SMILES | UO-31 | SN12C | 786-0 | TK-10 | SF-268 | U251 | CAKI-1 | SF-295
O=c1c2c(Nc3ccccc3)[nH]nc2[nH]c(=S)n1-c1ccccc1 | 91 | 103 | 106 | 123 | 105 | 107 | 99 | 99
COc1cc(OC)c(OC)cc1O | 94 | 101 | 106 | 113 | 102 | 101 | 83 | 105
O=C(O)c1ccc(-c2ccc(/C=N/NC(=O)c3[nH]c4ccc(Br)cc4c3-c3ccccc3)o2)cc1 | 24 | 6.0* | 19 | 41 | 10 | 1.2* | 39 | 6.6*

The list itself (from the top)
SMILES | UO-31 | SN12C | 786-0 | TK-10 | SF-268 | U251 | CAKI-1 | SF-295
O=c1c2c(Nc3ccccc3)[nH]nc2[nH]c(=S)n1-c1ccccc1 | 91 | 103 | 106 | 123 | 105 | 107 | 99 | 99
COc1cc(OC)c(OC)cc1O | 94 | 101 | 106 | 113 | 102 | 101 | 83 | 105
O=C(O)c1ccc(-c2ccc(/C=N/NC(=O)c3[nH]c4ccc(Br)cc4c3-c3ccccc3)o2)cc1 | 24 | 6.0* | 19 | 41 | 10 | 1.2* | 39 | 6.6*
c1ccc2c(c1)CCC2c1cc2ccccc2s1 (stereo not given) | 88 | · | 109 | 100 | 95 | 109 | 94 | 98
Cc1ccc(-c2cn3[nH]c(N)c(N=Nc4ccc(S(N)(=O)=O)cc4)c3n2)cc1 | 23 | 37 | 40 | 47 | 51 | 56 | 14 | 71
COc1cccc(-c2nn(-c3ccccc3)cc2-c2ccnc(NCCNC(=O)c3ccc(F)cc3)c2)c1 | 65 | 96 | 64 | 100 | 88 | 80 | 68 | 79
CC(=O)c1ccc(NC(=O)CSc2nc3c([nH]2)c(=O)n(C)c(=O)n3C)cc1 | 84 | 104 | 97 | 97 | 102 | 107 | 91 | 108
COc1ccc(Cn2cncc2-c2c[nH]c3cc(F)ccc23)cc1 | 55 | 79 | · | 141 | 84 | 96 | 68 | 75
CCN(CC)C(=O)c1ccc[n+](CCC(N)=O)c1 | 82 | 103 | 95 | 106 | 106 | 112 | 97 | 102
CC(C)C1=NOC(=O)C1=Cc1cn(-c2cccnc2)nc1-c1ccccc1 | 90 | 88 | 82 | 101 | 102 | 84 | 78 | 98
CC(C)NCCCCCNc1cccc2cccnc12 | 78 | 102 | 102 | · | 101 | 96 | 97 | 96
CCOC(=O)N1CCCCC1CC (stereo not given) | 86 | 110 | 103 | 107 | 114 | 92 | · | 105
Cc1cc(N)c2cc(N)ccc2n1 | 94 | 93 | 104 | 103 | 103 | 100 | 94 | 107
Nc1ccc(N2CCN(c3ccc4nc(-c5ccc6nc(-c7ccc(O)cc7)[nH]c6c5)[nH]c4c3)CC2)cc1 | 92 | 102 | 100 | 100 | 98 | · | 100 | 103
Cn1cc(C(=O)c2nc(-c3c[nH]c4ccc(F)cc34)no2)c2cc(F)ccc21 | 70 | 95 | 103 | 113 | 96 | 100 | 82 | 98
O=C(NC1CCN(Cc2ccccc2)CC1)c1cc2nc(-c3ccc(Cl)s3)cc(C(F)(F)F)n2n1 | 96 | 91 | 102 | 85 | 67 | -87* | 102 | -69*
CN(C)c1ccc(/C=N/n2cnc3oc(-c4ccccc4)cc3c2=N)cc1 | 84 | 95 | 89 | 104 | 102 | 101 | 106 | 109
CC(C)CNc1ncnc2n[nH]nc12 | 94 | 107 | 92 | 93 | 105 | 93 | 89 | 115
CN=c1ccc2cc3ccc(NC)cc3oc-2c1 | 92&66 | 95&100 | 108 | 96&100 | 95&101 | 99&95 | 98&90 | 93&96
CCOc1ccc2nc3ccc(Cl)cc3nc2c1 | 75 | 100 | 81 | 95 | 107 | 96 | 124 | 110
CCOC(=O)c1nnn(-c2ccn(C)n2)c1N | 96 | 104 | 92 | 98 | 98 | 102 | 93 | 111
Nc1ccc(NS(=O)(=O)CS(=O)(=O)Nc2ccc(N)cc2)cc1 | 77 | 102 | 108 | 106 | 93 | · | 97 | 101
O=C(/C=C/c1c(-c2ccc(F)cc2)nc2sccn12)c1ccc[nH]1 | 81 | 102 | 93 | 135 | 104 | 97 | 89 | 118
CCOC(=O)C(N=Nc1nn[nH]n1)C(C)=O (stereo not given) | 90 | 104 | 106 | 117 | 124 | 98 | 101 | 105
N#Cc1c(-c2ccc(Cl)cc2)nc2c(nnn2-c2ccc(S(N)(=O)=O)cc2)c1N | 75 | 91 | 103 | 126 | 95 | 97 | · | 94
CCCCCCCC/C=C\CCCCCCCC(=O)OCC1CCCO1 (stereo not given) | 89 | 103 | 105 | 100 | 109 | 108 | 102 | 106
COc1cc2c(nn1)CCCC2 | 79 | 96 | 109 | 110 | 102 | 104 | · | 103
Cc1nc(N)sc1-c1csc(Nc2ccc(C(F)(F)F)cc2)n1 | 21 | 29 | 39 | 35 | 50 | 53 | 34 | 7.9*
c1ccc2c(c1)ccc1[nH]c3c(c12)CCCC3 | 85 | 99 | 86 | 80 | 64 | 52 | 53 | 57
O=C1c2ccccc2C(=O)c2c(Cl)cccc21 | 82 | 107 | 85 | 82 | 94 | 94 | 95 | 97
COc1ccc(NC(=O)Cn2cccc(Nc3ccccc3)c2=O)cc1 | 84 | 95 | 109 | 106 | 119 | 95 | 102 | 102
COc1cc(/C=C2\C(=O)Nc3ccccc32)ccc1OCc1ccccc1 | 75 | 96 | 101 | 140 | 101 | 107 | · | 102
COc1cc2c(c(OC)c1OC)CCC(c1cccc(C(=O)NC(C)C)c1)O2 (stereo not given) | 81 | 89 | 98 | 98 | 93 | 94 | 90 | 96
CCC(C)(C)c1cc(O)c(C(C)(C)CC)cc1O | · | 37 | · | 63 | 43 | 30 | 41 | 25
Cn1c(C2=C(c3c(O)c4ccccc4c(=O)n3C)C(=O)c3ccccc3C2=O)c(O)c2ccccc2c1=O | 88 | 90 | 116 | 110 | 102 | 107 | 96 | 103
C=CCOC(=O)Nc1ccccc1 | 81 | 99 | 108 | 105 | 101 | 93 | 88 | 103
c1ccc(-c2nn(-c3ccccc3)c3nccc(-c4cccs4)c23)cc1 | 99 | 100 | 105 | 106 | 105 | 99 | 96 | 100
CCC(=O)C(CC)c1cccc(OC)c1 (stereo not given) | 90 | 112 | 103 | 101 | 120 | 99 | 94 | 100
C[C@@H]1O[C@@H](O[C@@H]2C[C@H](c3ccc4c(c3O)C(=O)C3=C(C4=O)[C@@]4(O)C(=O)C[C@](C)(O)C[C@@]4(O)C=C3)O[C@H](C)[C@H]2O)CC[C@@H]1O[C@H]1C[C@@H](O)[C@H](O)[C@@H](C)O1 | 83 | 98 | 103 | 97 | 87 | 99 | 93 | 102
Cc1nc(Cl)c2[nH]c(Cl)nc2n1 | 89 | 98 | 103 | 98 | 104 | 98 | 97 | 106
COc1ccc2c(=O)c(C)c(C(=O)N[C@@H](Cc3ccccc3)C(=O)C(N)=O)oc2c1 | 90 | 97 | 93 | 101 | 99 | 104 | 99 | 106
O=C1/C(=C\c2ccc([N+](=O)[O-])cc2)CS(=O)(=O)C/C1=C/c1ccc([N+](=O)[O-])cc1 | -95* | -41* | -96* | -99* | -49* | -87* | -92* | -16*
Cc1ccc(-c2csc(NC(=O)CSc3nc(-c4ccc(Cl)cc4)c(C#N)c(=O)[nH]3)n2)cc1 | 82 | 98 | 95 | 103 | 101 | 97 | 96 | 99
CCCCC1COc2cccc3c(SCC(=O)N(C)c4ccc(OC(F)(F)F)cc4)cc[n+]1c23 (stereo not given) | 113 | 104 | 112 | 108 | 122 | 110 | 102 | 101
COc1cccc2c1CCC(=O)C2 | 94 | 111 | 101 | 123 | 99 | 106 | 84 | 104
CCOC(=O)c1ccc(Nc2ccnc(SCC(=O)c3ccc(Cl)cc3)n2)cc1 | 82 | 89 | 99 | 124 | 99 | 100 | 87 | 97
COc1cc(NCCCN)c2ncccc2c1 | 63 | 85 | 96 | 85 | 91 | 83 | 97 | 68
CC(=O)OC/C(C)=C\CC(C)COC(C)=O (stereo not given) | 88 | 100 | 97 | 112 | 109 | 101 | 96 | 95
CCOC(=O)/C(C#N)=C1/SC=C(N)N1c1ccccc1 | 94 | 110 | 107 | 117 | 109 | 103 | 109 | 93
Cc1c(C(=O)/C=C/c2ccc3ccccc3c2)[n+]([O-])c2cc(F)ccc2[n+]1[O-] | 75 | 99 | 107 | 130 | 113 | 131 | 99 | 102
C/C(=N\Nc1ccc(C(=O)O)cc1)c1cnn(-c2cc(=O)[nH]c3ccccc23)c1C | 55 | 99 | 98 | 116 | 96 | 105 | 84 | 97
Cc1c(C)c2c(c(C)c1NC(=O)/C=C\C(=O)O)CCC(C)(CCCC(C)CCCC(C)CCCC(C)C)O2 (stereo not given) | 37 | 51 | 34 | 44 | 54 | 60 | 47 | 66
O=C1Nc2cc(Cl)ccc2/C1=C\c1ccc(OCc2ccc(F)cc2)cc1 | 71 | 97 | 100 | · | 107 | 100 | 79 | 99
Nc1c(Br)cc(Br)c2c1C(=O)c1c(cccc1S(=O)(=O)O)C2=O | 78 | 100 | 105 | 139 | 105 | 104 | 88 | 110
CO[C@@H](c1c(Cl)cccc1Cl)[C@H](C)OS(N)(=O)=O | 79 | 97 | 101 | 96 | 105 | 103 | 93 | 98
NC(N)=N/N=C/c1cccc(Cl)c1Cl | 66 | 90 | 84 | 88 | 70 | 73 | 59 | 109
Cc1ccc(S(=O)(=O)CC#N)cc1 | 115 | 107 | 106 | 106 | 102 | 100 | 143 | ·
NS(=O)(=O)c1ccc(CCN2C(=O)c3nccnc3C2=O)cc1 | 76 | 109 | 102 | 101 | 94 | 106 | 93 | 108
Cn1c(=O)c2[nH]c(-c3ccc(OCCCCl)cc3)nc2n(C)c1=O | 94 | 103 | 99 | 94 | 100 | 95 | 107 | 104
COc1cccc(/C=C/C(=O)c2ccc(OC)c(S(N)(=O)=O)c2)c1 | 2.5* | 15 | 15 | 21 | 39 | -31* | 26 | 35
Next section.
SMILES | UO-31 | SN12C | 786-0 | TK-10 | SF-268 | U251 | CAKI-1 | SF-295
COc1cc(OC)cc(-c2nn(CC(=O)N3CCCCC3)c3ncnc(N)c23)c1 | 91 | 101 | 96 | 103 | 100 | 101 | 87 | 98
Cc1cc(N/N=C/c2nc(-c3ccc(Cl)cc3)oc2C)c2cc(Br)ccc2n1 | 56 | 21 | 25 | 25 | 69 | -33* | 90 | 105
C/C(=N\N=C(/C)c1cccc([N+](=O)[O-])c1)c1cccc([N+](=O)[O-])c1 | 93 | 82 | 77 | 91 | 80 | 91 | 100 | 96
CCCc1cc(=O)n2c(C(=O)Nc3ccc(F)cc3)c(C(=O)Nc3ccc(F)cc3)sc2n1 | 19[30 µM] | 66[30 µM] | 18[30 µM] | 39[30 µM] | 18[30 µM] | 42[30 µM] | 44[30 µM] | 73[30 µM]
C[N+](C)(C)/C=C/c1ccccc1 | · | 101 | · | 100 | 102 | 106 | 94 | 115
CCOC(=O)C1=C(C)NC(C)=C(C(=O)OCC)C1c1cn[nH]c1-c1ccc(OCc2ccccc2)cc1 | 47 | 74 | 76 | 83 | 65 | 60 | 64 | 54
CCOC(=O)c1cccnc1Nc1ccc(NC(=O)Nc2cccc(C(F)(F)F)c2)cc1 | 72 | 90 | 96 | 86 | 94 | 88 | 64 | 59
C=C1C(=O)O[C@H]2[C@H]1CC/C(COC(=O)n1ccnc1C)=C\CC[C@@]1(C)O[C@@H]21 | 83 | 103 | 96 | 94 | 101 | 95 | · | 104
CCOC(=O)OCC(=O)[C@@]1(O)CC[C@H]2[C@@H]3CCC4=CC(=O)CC[C@]4(C)[C@H]3[C@@H](O)C[C@@]21C | 76 | 87 | 108 | 96 | 94 | 103 | 91 | 129
CC(C#N)(C#N)N=Nc1ccc(Cl)cc1Cl | 95 | 98 | 93 | 111 | 98 | 112 | · | ·
CC(C)c1ccc(NC(=O)Nc2ccc(NC(=O)c3ccccc3N)cc2)cc1 | 21 | 92 | 8.2* | 65 | 52 | 36 | 71 | -27*
CC1(C)N=C(N)NC(Nc2ccc(Cl)cc2)=N1 | 72 | 109 | 107 | 103 | 112 | 105 | 95 | 106
COc1cc(C(=O)N2CCN(c3ccccc3OC)CC2)c(NC(=O)c2cnccn2)cc1OCc1ccccc1 | 39 | 89 | 87 | 102 | 114 | 83 | · | 98
COC(=O)c1occc1C | 86 | 110 | 109 | · | 100 | 105 | 94 | 99
CCCCCC(=O)N(CCCC)CCCC | 78 | 96 | 104 | 109 | 115 | · | 92 | 88
C/C(=N/Nc1ccccc1)C(=O)O | 54 | 88 | 78 | 74 | 72 | 79 | 75 | 42
CCN1CC(=O)N(/N=C2\C(=O)Nc3ccccc32)C1=S | 61 | 86 | 103 | 105 | 103 | 99 | 59 | 97
CSc1nc(=O)n(Cc2ccc(Cl)cc2)c(=O)n1Cc1ccc(C)cc1 | 72 | 100 | 98 | · | 90 | 100 | 75 | 128

Just 786-0 and TK-10 (four entries from above):
Molecule	786-0	TK-10
COc1ccc2c(=O)c(C)c(C(=O)N[C@@H](Cc3ccccc3)C(=O)C(N)=O)oc2c1	93	101
Cc1ccc(-c2cn3[nH]c(N)c(N=Nc4ccc(S(N)(=O)=O)cc4)c3n2)cc1	40	47
Nc1ccc(N2CCN(c3ccc4nc(-c5ccc6nc(-c7ccc(O)cc7)[nH]c6c5)[nH]c4c3)CC2)cc1	100	100
Cc1ccc(S(=O)(=O)CC#N)cc1	106	106
